Screening data as filed in PubChem.
HEK293 NFkB inh = inhibitors of PMA/ionomycin-induced NF-kB reporter, primary screen, antigen receptor NF-kB inhibitor project, cell-based, HEK-293 luciferase reporter, luminescence. inhibition, % at 3 µM. HEK-293 NF-kB luciferase reporter. 62,000 compounds, 0.21% hits. AID 465, 2006;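 active = inhibition above the mean of all tested compounds plus 3 SD, cut at about 40% in these data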;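 note: 0% = stimulated DMSO wells and 100% = 10 µM reference inhibitor 5653914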
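System: NF-kB luciferase reporter HEK-293 cells | Replication: Single test | Control set: DMSO vs reference inhibitor | Evaluation: % inhibition | Schedule: 1 h pretreatment, 16 h stimulation, 37 °C | Probe or stimulus: PMA with ionomycin | Compound dosing: One dose, 3 µM | Detection: Luciferase luminescence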
PKA inh = inhibitors of human PKA kinase activity, primary screen, biochemical, ATP-depletion luminescence, Kemptide substrate; cAMP-dependent protein kinase catalytic subunit alpha (Homo sapiens), P17612; 65,000 compounds, 0.1% hits; inhibition, % at 6 µM; PKA Kemptide phosphorylation, Kinase-Glo ATP luminescence; AID 524, 2006;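 active = inhibition above the screen-wide mean inhibition plus 3 SD, cut at about 21% in these data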; note: many of its hits are not listed in these tables
MMP-13 inhibitor = human MMP13 inhibitors, primary screen, biochemical, FRET peptide cleavage | Collagenase 3 (Homo sapiens), P45452 | MMP-13 fTHP FRET cleavage, Mca fluorescence | inhibition, % at 4 µM | 65,000 compounds, 0.07% hits | AID 570, 2006;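 active = inhibition above the mean of compound-free control plate wells plus 3 SD, cut at about 14% in these data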;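 note: 0% = DMSO wells and 100% = wells with reference MMP-13 inhibitor after basal subtraction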
An asterisk follows results filed as active; [ ] = dose if it differs, or a comment.

SMILES | HEK293 NFkB inh | PKA inh | MMP-13 inhibitor
CC(C)CCNC(=O)c1c(N)n(CC2CCCO2)c2nc3ccccc3nc12 (configuration not stated) | 6 | -7 | -124[fluorescence artefact?]

A portion of the library, so the mix of outcomes need not match the whole.
